Source: PubChem (The Scripps Research Institute Molecular Screening Center)
CHRM1 agonist: human M1 muscarinic receptor agonists, primary screen, Fluo-8 calcium fluorescence, CHO-K1 cells, HTS. CHO-K1 hM1, agonist mode; 0% DMSO, 100% acetylcholine EC100. activation, % at 3 µM. hit rate 0.33% among 360,000. AID 588814, 2011;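 active = activation above the run's mean compound activation plus 3 SD, cut at about 16% in these data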;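 also: peak over basal fluorescence ratio within a 140 s kinetic read after compound addition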
OXTR potentiate: human OXTR potentiators, primary screen, fluorescence, CHO-OTR cells, Fluo-8 calcium; Oxytocin receptor (Homo sapiens), P30559; Fluo-8 calcium fluorescence, potentiator mode; 0% = oxytocin EC15, 100% = EC100; activation, % at 3 µM; hit rate 0.061% among 320,000;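 active = activation above that plate's cutoff, the mean activation of tested compounds plus 3 SD, cut at about 6.6% in these data, passing the limit was not always enough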;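 also: 100% uses oxytocin at 75 nM as the full agonist control; some results filed as inactive read as strong as hits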
Target sequence (P30559 whole entry, looked up): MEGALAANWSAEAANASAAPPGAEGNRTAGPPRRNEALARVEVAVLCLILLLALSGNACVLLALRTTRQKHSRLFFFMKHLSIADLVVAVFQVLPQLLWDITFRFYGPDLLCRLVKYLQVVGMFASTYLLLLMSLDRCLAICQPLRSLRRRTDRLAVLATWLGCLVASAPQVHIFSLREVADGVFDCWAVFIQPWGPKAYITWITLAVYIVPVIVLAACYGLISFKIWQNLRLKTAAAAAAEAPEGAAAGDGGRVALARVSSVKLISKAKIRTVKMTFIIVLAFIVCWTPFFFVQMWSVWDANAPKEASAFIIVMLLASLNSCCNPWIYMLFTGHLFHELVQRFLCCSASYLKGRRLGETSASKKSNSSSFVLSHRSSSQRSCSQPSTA
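Assay system: CHO cell line stably expressing human OTR | Also added: Oxytocin at about EC15, sub-maximal agonist stimulus | Times: Compound 6 min at room temperature before oxytocin, 100 s read | Measured by: Fluo-8 intracellular calcium fluorescence, ex 470-495, em 515-575 nm | Controls: EC15 oxytocin alone as 0%, 75 nM oxytocin as 100%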
CHRM1 antagonist: human M1 muscarinic receptor antagonists, primary screen, CHO-K1 cells, Fluo-8 calcium fluorescence, 1536-well; AID 588852, 2011; hit rate 1.3% among 360,000; inhibition, % at 3 µM; CHO-K1 hM1, ACh EC80 antagonist; Muscarinic acetylcholine receptor M1 (Homo sapiens), P11229;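 active = percent inhibition above its own plate's cutoff, namely the mean of that plate's compound wells plus 3 SD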;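 also: peak over basal fluorescence ratio during 140 s after agonist addition; 0% = ACh EC80 plus DMSO and 100% = DMSO alone without agonist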
CHO parental Ca: ATP-evoked calcium signal inhibitors, parental CHO, primary screen, counter-screen for OX1R antagonist project, cell-based, fluorescence, Fluo-8 calcium dye; parental CHO-K1, ATP-induced calcium, Fluo-8 fluorescence; inhibition, % at 5.6 µM; hit rate 0.63% among 330,000;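 active = inhibition above that plate's mean sample inhibition plus 3 SD, cut at about 26% in these data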;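 also: 0% = ATP-challenged DMSO wells and 100% = DMSO wells without ATP; some compounds past the cut are filed as inactive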
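Material: Parental CHO cells | Reagent: ATP | Compound dosing: Single nominal dose of 5.6 µM per compound | Detection: Intracellular calcium via Fluo-8 no-wash fluorescent dye | Read-out: % inhibition of ATP-induced calcium mobilization | Benchmarks: Low control ATP plus DMSO, high control DMSO only | Replicates: Singlicate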
V1aR counter: agonists of human V1a receptor, primary screen, counter-screen for OXTR agonist project, fluorescence, CHO-V1R cells; activation, % at 3 µM; Fluo-8 calcium fluorescence, agonist mode; 0% DMSO, 100% 3 nM vasopressin; hit rate 0.25% among 320,000; AID 2797, 2010;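 active = activation above the mean activation of all tested compounds plus 3 SD, per screening run, cut at about 20% in these data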;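 also: signal is peak over basal fluorescence ratio across a 100 second FLIPR read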
Target sequence (P37288 whole entry, looked up): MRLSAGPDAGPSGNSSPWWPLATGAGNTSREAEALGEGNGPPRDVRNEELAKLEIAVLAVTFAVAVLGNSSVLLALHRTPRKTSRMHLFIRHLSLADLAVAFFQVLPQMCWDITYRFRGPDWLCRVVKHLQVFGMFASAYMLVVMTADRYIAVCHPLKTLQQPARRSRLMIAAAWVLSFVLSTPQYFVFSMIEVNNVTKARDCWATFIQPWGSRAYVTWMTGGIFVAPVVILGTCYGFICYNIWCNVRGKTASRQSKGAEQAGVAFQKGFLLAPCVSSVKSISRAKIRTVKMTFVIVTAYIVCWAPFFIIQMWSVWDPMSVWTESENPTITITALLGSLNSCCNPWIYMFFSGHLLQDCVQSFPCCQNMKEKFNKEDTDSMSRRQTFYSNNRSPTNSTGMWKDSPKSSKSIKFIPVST
CHRM1 PAM: human M1 muscarinic receptor positive allosteric modulators, primary screen, CHO-K1 cells, Fluo-8 calcium fluorescence, 1536-well. Muscarinic acetylcholine receptor M1 (Homo sapiens), P11229. CHO-K1 hM1, ACh EC20; 0% = ACh EC20, 100% = maximal ACh. activation, % at 3 µM. hit rate 0.088% among 360,000; in the data active = activation above about 19%, passing the limit was not always enough
OXTR agonist: human OXTR agonists, primary screen, fluorescence, CHO-OTR cells, Fluo-8 calcium | Oxytocin receptor (Homo sapiens), P30559 | Fluo-8 calcium fluorescence; normalized: DMSO 0%, oxytocin 100% | activation, % at 3 µM | hit rate 0.32% among 320,000 | AID 2435, 2010;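 active = activation above the mean of all tested compounds plus 3 SD, cutoff set per screening run, cut at about 20% in these data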;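 also: peak over basal fluorescence ratio from a 100 s FLIPR kinetic read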
TAAR1 antagonist: human TAAR1 antagonists, primary screen, Fluo-8 calcium fluorescence, CHO RD-HGA16 cells; antagonist; hit rate 1.5% among 360,000; Trace amine-associated receptor 1 (Homo sapiens), Q96RJ0; inhibition, % at 3 µM;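 active = inhibition above a per-plate cutoff, the mean inhibition of test compounds on that plate plus 3 SD, cut at about 49% in these data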;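 also: 0% = DMSO plus EC80 beta-PEA response and 100% = DMSO alone without agonist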
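Assay system: CHO-derived RD-HGA16 cells stably expressing human TAAR1 plus Gα16. Timing: 140 s kinetic read after compound, 140 s after agonist. Technique: kinetic Fluo-8 calcium fluorescence measurement. Measure: % inhibition of agonist calcium response.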
TAAR1 ag: human TAAR1 agonists, primary screen, Fluo-8 calcium fluorescence, CHO RD-HGA16 cells | Trace amine-associated receptor 1 (Homo sapiens), Q96RJ0 | vehicle wells 0%, saturating PEA agonist 100% | activation, % at 3 µM | hit rate 0.99% among 360,000;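 active = activation above the mean activation of all test compounds in the run plus 3 SD, cut at about 38% in these data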
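test system = CHO RD-HGA16 cells carrying human TAAR1 plus Gα16 | schedule = 17-24 h seeding, 75 min 37 °C dye, 30 min RT | compound dosing = 3 µM single concentration | control set = DMSO and PEA EC100 | replicates = n 1 | signal = Fluo-8 fluorescence, 5 s baseline then 140 s kinetic read | measure = percent activation vs PEA EC100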
The depositor's hits bear a star; · = no result given. These rows are one share of the data; count on the stated rates, not on these rows.

Below each compound – CHRM1 agonist	OXTR potentiate	CHRM1 antagonist	CHO parental Ca	V1aR counter	CHRM1 PAM	OXTR agonist	TAAR1 antagonist	TAAR1 ag
O=c1[nH]c2ccccc2n1C1CCN(C(c2nnnn2-c2ccc3c(c2)OCCO3)C2CC2)CC1 (stereo not given)
 : -4	·	13	·	·	-10	·	62*	15
c1ccc2c(CCNC3=NCCC3)c[nH]c2c1
 : -5	-6	-1	-7	0.2	3	0.2	-4	11
c1ccc(CN2CCN(Cc3ccc4ccccc4c3)CC2)cc1
 : -8	-2	-3	-25	1.1	-7	-0.9	-22	2
c1ccc(NC2=NCCS2)cc1
 : -2	-6	-14	-3	1.0	8	1.1	-20	8
CC(=O)C1CCC2C3CCC4CC(O)CCC4(C)C3CCC12C#N (stereo not given)
 : -1	·	-11	·	·	9	·	-5	3
CC(C)OCC(O)CN1CC2C[C@@H](C1)Cn1c2cccc1=O (stereo not given in full)
 : -4	-10	0	2	1.0	-2	-0.6	-12	2
COc1ccc(N2C(=O)/C(=C/c3ccc(N(C)C)o3)C(=O)NC2=S)cc1
 : 1	-11	-3	10	9.3	-1	7.9	3	11
Cc1ccc2c(c1)=C/C(=C\c1c(O)[nH]c(=O)[nH]c1=O)C(=O)N=2
 : 3	-8	4	10	1.3	3	-1.8	11	0
O=C(CN1CCCC1=O)NCCc1ccccc1
 : -4	-3	-7	-11	0.2	4	0.5	-4	39*
O=C(c1ccccc1F)c1cn(Cc2ccccc2)c2ccccc12
 : -6	-5	5	-17	0.9	-10	1.8	19	-2
CN1CCN(c2ccc(S(=O)(=O)C(F)(F)F)cc2[N+](=O)[O-])CC1
 : -4	3	7	-3	4.0	-7	4.5	12	2
O=C1NCN(c2ccccc2)C12CCN(C(c1nnnn1-c1ccc3c(c1)OCCO3)C1CC1)CC2 (stereo not given)
 : -1	·	-17	·	·	-1	·	9	12
O=C1CC(=O)N(c2cccc(Br)c2)C(=O)N1
 : -3	-8	-5	2	0.7	2	0.0	-14	2
COCCNC(=O)CN1C(=O)C(C)N=C(c2ccccc2)c2cc(Cl)ccc21 (stereo not given)
 : -4	-19	-9	3	0.2	5	1.0	-7	9
C[C@]12CC[C@@H](O)CC1=CC(=O)C1C2CC[C@]2(C)C(=O)CCC12 (stereo not given in full)
 : -5	-1	-14	-13	-0.5	5	0.0	-5	4
CN1CCN(c2ncnc3nc[nH]c23)CC1
 : -4	-2	-6	5	0.6	7	0.5	0	5
O=C(Nc1ccccc1OC(=O)N1CCCCC1)N1CCCCC1
 : -2	-4	-9	-7	-0.4	7	-0.7	0	4
CCN(CC)c1ccc(N=Cc2c(O)[nH]c(=O)[nH]c2=O)cc1
 : -3	-3	-6	-7	-0.3	7	1.1	-15	6
CC1(C)NCCN2C(=O)CSC21 (stereo not given)
 : 0	8	-18	-12	1.4	6	0.2	-11	7
COC(=O)c1ccc(NC(=O)NC(=O)Oc2ccccc2)cc1
 : -3	2	-3	-6	-0.4	5	1.7	-9	-1
NNC(N)=O
 : 16*	-8	2	-2	-0.8	-22	-1.4	-17	3
O=C1NC(=S)NC(=O)C1=Cc1ccc(OCC(=O)N2CCCC2)cc1
 : -1	-11	-7	-2	0.8	5	0.9	3	0
COc1cc(OC)c(C=O)c(OC(=O)N(C)C)c1
 : -5	-2	-14	-10	0.6	9	-0.4	10	3
NC(Cc1ccc(Cl)cc1)c1csc(Nc2ccccn2)n1 (stereo not given)
 : 6	·	6	·	·	3	·	29	44*
Cc1nn(C2CCOC(C)(C)C2)c2c1C(c1ccc(OC(C)C)cc1)SCC(=O)N2 (stereo not given)
 : -4	-2	-3	-15	-0.9	1	-1.7	2	13
C=CCN1C(=O)NC(=O)/C(=C/c2ccc(OCC(=O)Nc3ccc(C)cc3)cc2)C1=O
 : 0	·	-8	·	·	18	·	17	2
CCCCCn1c(N)c(C(=O)NCc2cccs2)c2nc3ccccc3nc21
 : ·	-6	·	-24	0.0	·	1.5	-22	20
CCCCC1C(=O)NC(=S)N(C)C1=O (stereo not given)
 : -2	·	-18	·	·	5	·	-3	2
CCOc1ccc(N=Cc2c(O)n(CCc3ccc(OC)c(OC)c3)c(=O)[nH]c2=O)cc1
 : -1	6	-1	-17	0.5	4	0.8	-21	1
COc1ccc2c(c1)CC1(CN2C)C(=O)NC(=O)N(CCc2ccccc2)C1=O (stereo not given)
 : -5	-10	-2	-16	0.8	6	-0.5	9	4

Single entries from above:
Result of COC(=O)c1ccc(NC(=O)NC(=O)Oc2ccccc2)cc1 in CHRM1 PAM: 5
Result of CCCCC1C(=O)NC(=S)N(C)C1=O (stereo not given) in TAAR1 antagonist: -3
Result of C=CCN1C(=O)NC(=O)/C(=C/c2ccc(OCC(=O)Nc3ccc(C)cc3)cc2)C1=O in CHRM1 PAM: 18
Result of Cc1nn(C2CCOC(C)(C)C2)c2c1C(c1ccc(OC(C)C)cc1)SCC(=O)N2 (stereo not given) in CHO parental Ca: -15

Part of the list above in order of formula weight, falling:
Below each compound – CHRM1 agonist	OXTR potentiate	CHRM1 antagonist	CHO parental Ca	V1aR counter	CHRM1 PAM	OXTR agonist	TAAR1 antagonist	TAAR1 ag
COCCNC(=O)CN1C(=O)C(C)N=C(c2ccccc2)c2cc(Cl)ccc21 (stereo not given)
 : -4	-19	-9	3	0.2	5	1.0	-7	9
C[C@]12CC[C@@H](O)CC1=CC(=O)C1C2CC[C@]2(C)C(=O)CCC12 (stereo not given in full)
 : -5	-1	-14	-13	-0.5	5	0.0	-5	4
NNC(N)=O
 : 16*	-8	2	-2	-0.8	-22	-1.4	-17	3

Following part
Below each compound – CHRM1 agonist	OXTR potentiate	CHRM1 antagonist	CHO parental Ca	V1aR counter	CHRM1 PAM	OXTR agonist	TAAR1 antagonist	TAAR1 ag
O=P(C(=Nc1ccc(Cl)cc1)N1CCOCC1)(N1CCOCC1)N1CCOCC1
 : -3	0	-2	3	0.6	3	0.2	15	5
O=C(OCC(=O)c1ccc([N+](=O)[O-])cc1)/C(=C\c1ccc(Cl)cc1)NC(=O)c1ccccc1
 : 2	-10	8	-5	0.5	3	-0.2	44	6
NS(=O)(=O)c1nc[nH]c1[N+](=O)[O-]
 : -2	·	-10	·	·	12	·	-17	2
N=C1c2ccccc2CN1NC(=O)c1ccc(Br)cc1
 : -6	-3	4	-15	1.3	2	1.6	-5	8
CC(c1ccccc1)n1cncc1C(=O)O (stereo not given)
 : -1	2	-3	9	0.3	4	1.0	-31	12
NC(Cc1ccccc1)Cc1ccccc1
 : -2	5	8	-3	2.4	-1	2.1	6	5
O=C(CCl)Nc1nccs1
 : -3	6	0	-10	0.2	2	1.3	-33	-1
Cc1ccc(-n2c(/C=C/c3ccccn3)nc3ccccc3c2=O)cc1
 : -4	·	0	·	·	-2	·	-19	1
C[C@H]1CCC/C=C/[C@@H]2C[C@H](O)C[C@H]2[C@@H](O)/C=C/C(=O)O1
 : -1	·	-10	·	·	2	·	-9	3
Fc1ccccc1CCNCc1cccc2ccccc12
 : -4	4	0	-24	3.3	1	5.1	15	8
CC(=O)N1N=C2C3CCN(CC3)C2C1c1cccc2ccccc12 (stereo not given)
 : -5	-1	-5	2	0.3	7	-0.9	-6	2
CCCCCCN1CCN(c2ccc(Cl)cc2)CC1
 : -10	-11	22	-16	0.7	-19	-1.7	-2	4
Cc1nn(Cc2c(Cl)cccc2Cl)c(Cl)c1C(=O)O
 : -4	-12	-13	6	0.0	4	-0.2	-22	2
O=[N+]([O-])c1cc(-n2cnnn2)c(O)c([N+](=O)[O-])c1
 : -2	-3	-16	0	6.6	9	0.6	-2	8
COP(=O)(OC)C(NC(=O)C(C)(C)C)=C(Cl)Cl
 : -2	-7	-7	-12	-0.1	1	-0.4	-17	2
C=CCn1c(O)c(/C=N/NC(=O)c2ccncc2)c(=O)[nH]c1=O
 : -3	-1	0	-13	0.1	1	-0.5	-14	3
CC12CC[C@H]3[C@@H](CCC4(O)C[C@H](O)CCC34/C=N/NC(=O)c3ccccc3O)C1(O)CCC2C1=CC(=O)OC1 (stereo not given in full)
 : -1	-3	-31	6	-0.2	16	0.6	-26	0
O=S(=O)(c1ccccc1)N1Cc2ccccc2-n2nncc2C1
 : 2	·	3	·	·	4	·	2	1
O=c1[nH]c2ccccc2n1C1CCN(C(c2nnnn2Cc2ccccc2)C2CC2)CC1 (stereo not given)
 : -1	·	4	·	·	-4	·	63*	17
COC(=O)C1=C(c2ccc(C(C)=O)cc2)C[C@@H]2CC[C@H]1N2C(=O)NCc1ccc2c(c1)OCO2
 : -7	-5	-6	-21	1.0	2	2.0	11	7
CC1CCCCN1C(=O)c1ccc(N2CC3CC(C2)c2cccc(=O)n2C3)c([N+](=O)[O-])c1 (stereo not given)
 : -5	0	-18	2	0.4	10	-0.7	-14	3
COc1cc2c(cc1OC)-c1c(OC)c(OC)cc3c1C(C2)N(C)CC3 (stereo not given)
 : -4	6	-4	-21	-0.3	6	-0.2	0	-1
NC(=O)CSP(=O)(c1ccccc1)c1ccccc1
 : -4	-3	-11	0	0.1	5	1.3	8	8
COC(=O)C1=C(c2ccc(-c3ccccc3)c(F)c2)C[C@@H]2CC[C@H]1N2C(=O)N1CCCCC1
 : 3	-7	11	-16	2.2	-2	0.0	15	9

Single records (already shown). Screens in order: CHRM1 agonist | OXTR potentiate | CHRM1 antagonist | CHO parental Ca | V1aR counter | CHRM1 PAM | OXTR agonist | TAAR1 antagonist | TAAR1 ag
Listed for CC12CC[C@H]3[C@@H](CCC4(O)C[C@H](O)CCC34/C=N/NC(=O)c3ccccc3O)C1(O)CCC2C1=CC(=O)OC1 (stereo not given in full) → -1 | -3 | -31 | 6 | -0.2 | 16 | 0.6 | -26 | 0
Listed for COP(=O)(OC)C(NC(=O)C(C)(C)C)=C(Cl)Cl → -2 | -7 | -7 | -12 | -0.1 | 1 | -0.4 | -17 | 2
Listed for NS(=O)(=O)c1nc[nH]c1[N+](=O)[O-] → -2 | · | -10 | · | · | 12 | · | -17 | 2
